D2 PAM – positive allosteric modulators of human D2 dopamine receptor; P14416; hit rate 0.34% among 340,000; potentiation, % at 10 µM; HEK293 T-REx D2, calcium flux, EC20 dopamine potentiation; AID 485347;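 active means potentiation over 3 SD above the plate norm, cut at about 30% in these data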; further: 0% is about no effect
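Cells plated with tetracycline inducer and held overnight at 30 C; calcium dye loaded 30–90 min at room temperature; baseline taken, compound added and read 180 s; EC20 dopamine then added and read 180 s.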
D1 antag – antagonists of human D1 dopamine receptor. P21728. HEK293 TREx D1 cells, calcium flux, dopamine EC80; hits give low values. activity change, negative = inhibition, % at 10 µM. hit rate 3.2% among 360,000. AID 504652; in the data active means activity change below about -30%; further: on the % scale 0 is the no-effect control and ±100 the full control effect
Target sequence (P21728 whole entry, looked up): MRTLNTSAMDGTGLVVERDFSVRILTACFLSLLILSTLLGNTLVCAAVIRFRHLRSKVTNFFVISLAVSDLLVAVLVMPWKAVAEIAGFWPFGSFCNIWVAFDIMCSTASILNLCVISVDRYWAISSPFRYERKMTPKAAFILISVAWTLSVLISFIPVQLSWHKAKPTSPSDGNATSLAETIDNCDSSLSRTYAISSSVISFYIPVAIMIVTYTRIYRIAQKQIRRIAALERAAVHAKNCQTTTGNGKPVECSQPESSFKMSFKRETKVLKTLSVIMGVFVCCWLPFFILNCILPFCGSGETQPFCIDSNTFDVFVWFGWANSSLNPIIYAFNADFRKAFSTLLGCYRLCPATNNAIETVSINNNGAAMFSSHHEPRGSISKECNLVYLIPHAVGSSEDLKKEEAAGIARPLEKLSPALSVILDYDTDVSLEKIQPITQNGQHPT
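Tetracycline-induced HEK293 T-REx cells with force-coupled D1 receptor were loaded with a no-wash calcium dye. Compound was added after a 10 s baseline and read kinetically for 180 s; EC80 dopamine was then added and calcium flux followed another 180 s.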
RXFP1 agonist – agonists of human relaxin receptor RXFP1; Potency, µM (titrated, usually from 57.5 µM), inactives show at the highest dose activation, usual class: activators; hit rate 0.3% among 370,000; AID 2676; HEK293T-RXFP1 cAMP TR-FRET, 30 min; response scale: percent of porcine relaxin response, buffer zero; further: potency means the concentration at half of the fitted maximal effect; on the % scale 0 is the no-effect control and ±100 the full control effect; nearly all actives have a fitted effect of over 60% in size; many of its hits are not listed in these tables
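Agonist response is measured as cAMP accumulation in an RXFP1-transfected HEK293T line under PDE4 inhibition. Values are scaled between buffer-only and 29 nM porcine relaxin, and EC50s come from standard Hill equation fits.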
D1 potentiator – potentiators of human D1 dopamine receptor; P21728; HEK293 TREx D1 cells, calcium flux, dopamine EC20 potentiation; potentiation, % at 10 µM; hit rate 0.036% among 360,000; AID 504651; in the data active means potentiation above about 30%; further: 0% is about no effect
Glioma ERSR ind – induces the endoplasmic reticulum stress response in human glioma cells; U87-MG GRP78 promoter luciferase reporter, 16 h; hit rate 0.02% among 420,000; Potency, µM, for inactives: top-dose activation, actives largely listed as activators; AID 602332; further: potency means the concentration at half of the fitted maximal effect; series mostly up to about 76 µM; % of control where 0% means no effect; nearly all actives have a fitted effect of over 35% in size
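Stably transfected U87-MG human glioma cells carrying a GRP78-based luminescent sensor were seeded at 1000 cells/well, pin-dosed with compounds and incubated 16 h. Luciferase reagent was then added, and end-point luminescence was read after 10 min at room temperature.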
Vif-APOBEC3G blk – Vif-A3G binding inhibition | HeLa A3G-eYFP + Vif (tagged APOBEC3G with the HIV-1 protein that degrades it), YFP fluorescence, overnight | Potency, µM (highest dose often 46.1 µM), for the others: at the highest dose activity, negative = active, most hits filed as inhibitors | hit rate 0.076% among 410,000;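 further: potency means the concentration at half of the fitted maximal effect; on the % scale 0 is the no-effect control and ±100 the full control effect; nearly all actives have a fitted effect of over 60% in size; hits raise eYFP signal because A3G escapes Vif-driven loss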
Target sequence (Q9HC16 whole entry, looked up): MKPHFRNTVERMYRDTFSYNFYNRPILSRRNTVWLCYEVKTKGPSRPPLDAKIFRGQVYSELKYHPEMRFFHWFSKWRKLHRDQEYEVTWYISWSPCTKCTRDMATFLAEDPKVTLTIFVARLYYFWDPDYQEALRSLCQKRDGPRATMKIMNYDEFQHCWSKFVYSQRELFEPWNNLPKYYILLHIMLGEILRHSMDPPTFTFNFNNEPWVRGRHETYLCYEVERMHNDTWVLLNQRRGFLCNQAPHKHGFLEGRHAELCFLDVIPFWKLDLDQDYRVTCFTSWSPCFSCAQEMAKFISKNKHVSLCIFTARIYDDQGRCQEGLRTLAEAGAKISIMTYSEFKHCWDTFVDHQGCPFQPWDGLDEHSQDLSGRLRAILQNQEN
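Read-out is eYFP fluorescence (Ex 488/Em 500-530) from Vif-expressing HeLa A3G-eYFP cells; more signal means A3G escaped Vif-mediated degradation. Cells plated overnight, compound pinned in, incubated overnight at 37 deg C.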
LDHA inh – blocks human lactate dehydrogenase A; P00338; purified LDHA, NADH/diaphorase-resazurin fluorescence; hits give low values; activity change, % (values are at about 110 or 230 µM); hit rate 0.15% among 480,000; AID 1347041; in the data active means activity change below about -30%; inconclusive means mostly about -25% to -30%;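 further: plate controls were DMSO wells for no effect and wells without enzyme for full effect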
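LDH5 2 nM; NADH 0.06 mM, pyruvate 0.2 mM; 200 mM Tris pH 7.4, EDTA, Tween-20; 5 min RT. Detection: diaphorase 0.133 mg/mL + resazurin 37 µM, fluorescence ex540/em590 at 0 and 20 min; normalized to enzyme-free and DMSO wells.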
D1 ag – activates the human D1 dopamine receptor | P21728 | HEK293 T-REx D1 cells, calcium flux, agonist mode | activation, % at 2 µM | hit rate 1% among 360,000 | AID 504660; in the data active means activation above about 30%; further: 0% is about no effect
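Inducible HEK293 T-REx D1 cells, force-coupled to calcium signalling, were plated at 4000 cells/well with tetracycline and held overnight at 30 C. After no-wash calcium dye loading, compound-evoked calcium rise over 180 s flagged agonists.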
Vif-APOBEC3F blk – blocks the Vif interaction with APOBEC3F | HeLa A3F-eYFP + Vif (tagged APOBEC3F with the HIV-1 protein that degrades it), YFP fluorescence increase | Potency, µM (highest dose often 46.1 µM), for inactives: at the top dose activity, negative = active | hit rate 0.2% among 390,000; further: potency means the concentration at half of the fitted maximal effect; % of control where 0% means no effect; nearly all actives have a fitted effect of over 65% in size
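Fluorescence increase (Ex 488/Em 500-530) after overnight compound treatment at 37 deg C flags inhibition of Vif-driven A3F-eYFP loss in stable HeLa A3F-eYFP/Vif cells seeded overnight beforehand.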
* hit, by the source's call; ? = inconclusive; · = not tested or not shown; & = joins results of further samples. Unless noted, the call rests on the fitted dose curve; in most records, active means well fitted curve in the direction sought with a large enough effect; inconclusive means small, poorly fitted or top-dose-only effect, or another doubt; inactive means no such curve, though single readings can be large; an effect the other way counts as inactive or inconclusive. A portion of the library (hit frequency here may not be typical).

SMILES	D2 PAM	D1 antag	RXFP1 agonist	D1 potentiator	Glioma ERSR ind	Vif-APOBEC3G blk	LDHA inh	D1 ag	Vif-APOBEC3F blk
CCN(CC(=O)Nc1ccc2c(c1)OCCO2)C(=O)/C=C/c1ccc(F)cc1	2	-5	0.6%	-7	7%	-1%	-2	-1	0%
NS(=O)(=O)c1ccc(CCNC(=O)CN2CCN(c3cccc(Cl)c3)CC2)cc1	-1	-24	1.6%	-3	-5%	1%	0	5	2%
Cc1ccccc1OCC(=O)OCC(=O)Nc1ccc(S(N)(=O)=O)cc1	-3	16	0.4%	-6	-4%	-8%	-5	1	2%
O=[N+]([O-])c1cc(C(F)(F)F)cc([N+](=O)[O-])c1N1CCCNCC1	16	-10	-0.5%	-7	-2%	3%	0	2	7%
CC(=O)Nc1ccc2nc(NC(=O)COc3ccccc3)sc2c1	-4	-16	12%	-3	-4%	-3%	-7	2	-4%
CCOC(=O)C1=C(C(C)=O)C(c2cccnc2)C(C#N)=C(N)O1 (stereo not drawn)	-1	-12	0.7%	-4	-1%	-1%	4	2	0%
Cc1n[nH]c(C)c1Sc1ccccc1[N+](=O)[O-]	2	11	-0.3%	-4	2%	0%	-4	2	4%
CCNC(=S)N1CCCCC1CO (stereo not drawn)	-13	1	-4.7%	-3	-5%	-1%	-5	0	-2%
Cc1nc(N)sc1C(=O)N1N=N1	2	4	4.5%	-8	-1%	0%	-2	3	-12%
CCC(NC(=O)c1cc(COc2cc(C)c(Cl)c(C)c2)on1)c1ccncc1 (stereo not drawn)	-11	65	4.0%	-4	-4%	-5%	-3	36*	?
C#CCOCCOCCOCCNc1nc(N2CCOCC2)nc(N2CCN(C(=O)[C@H]([C@@H](C)CC)n3cc([C@@H](N)Cc4ccc(O)cc4)nn3)CC2)n1	-3	-1	-1.1%	-4	-1%	0%	-10	-3	4%
O=C(Nc1ccc(F)cc1)C(c1ccccc1)N1CCN(S(=O)(=O)c2ccc3ccccc3c2)CC1 (stereo not drawn)	-2	-5	2.7%	3	-1%	-1%	-5	2	8%
Cc1cc(C)cc(NC(=O)N2CCN(C(=O)c3nsc4ccccc34)CC2)c1	·	9	2.7%	5	-1%	0%	-4&-8	0	-3%
O=S(=O)(c1ccc(-c2ccon2)s1)N1CCCC1	4	-10	-0.4%	0	-3%	1%	-4	2	8%
O=C(Nc1cccc2ncccc12)c1cccnc1	11	4	-0.1%	0	-2%	1%	0	4	0%

A stretch of the results above, for reference:
SMILES	D2 PAM	D1 antag	RXFP1 agonist	D1 potentiator	Glioma ERSR ind	Vif-APOBEC3G blk	LDHA inh	D1 ag	Vif-APOBEC3F blk
CC(=O)Nc1ccc2nc(NC(=O)COc3ccccc3)sc2c1	-4	-16	12%	-3	-4%	-3%	-7	2	-4%
CCOC(=O)C1=C(C(C)=O)C(c2cccnc2)C(C#N)=C(N)O1 (stereo not drawn)	-1	-12	0.7%	-4	-1%	-1%	4	2	0%

Remaining list, next part
SMILES	D2 PAM	D1 antag	RXFP1 agonist	D1 potentiator	Glioma ERSR ind	Vif-APOBEC3G blk	LDHA inh	D1 ag	Vif-APOBEC3F blk
CCN=c1scc(-c2ccco2)n1/N=C/c1ccc(OC)c(O)c1	13	9	1.0%	-6	1%	-1%	-1	1	3%
CCC1CN(C(=O)NCc2cccc(OC)c2)c2cc(Cl)ccc2O1 (stereo not drawn)	19&5	-17&0	1.3%&-0.8%	-6&-2	-4%&-4%	0%&0%	0&-2	4&-2	11%&-2%
O=C(Nc1ccccc1C(F)(F)F)N1CCC(n2c(=O)[nH]c3ccccc32)CC1	6	4	-3.9%	-5	-7%	-3%	-5	5	-4%
Cc1c([N+](=O)[O-])nnn1-c1cc(Cl)cc(Cl)c1	·	-27	0.9%	-5	-2%	-5%	1	0	0%
Cc1cc(C)n(CC(O)CN2C(=O)NC(C)(C)C2=O)n1 (stereo not drawn)	-4	-5	2.5%	2	-3%	-2%	-10	5	-14%
O=C(Nc1ccccc1)c1cccc(C(F)(F)F)c1	1	-6	5.6%	-5	3%	-5%	1	-1	1%
O=C(COC(=O)c1ccc(F)cc1Cl)NC1CC1	·	·	·	·	1%	1%	-7	·	-12%
O=C(CNC(=O)c1ccco1)Nc1ccc(S(=O)(=O)N2CCCC2)cc1	-12	7	0.6%	0	0%	-2%	1	3	2%
CC(C)CCN1CCN=C1Nc1ccccc1	1	-13	-0.6%	-3	-3%	4%	3	0	-4%
CC(C)(CC(=O)OCC(=O)Nc1ccc(F)c(Cl)c1)CC1=NS(=O)(=O)c2ccccc2N1	-16	-1	-1.0%	-3	-4%	3%	1	13	1%
C/C(N)=C(/C#N)C(=O)CSc1nnc(SCc2ccc(Cl)cc2)s1	9	-29	4.6%	-4	-1%&2%	4%&1%	-4&-6	9	-11%&5%
O=C(NCCc1ccccn1)c1cc(-c2ccccc2Cl)nc2ccccc12	5	4	2.2%	-14	-4%	-9%	2	0	4%
O=[N+]([O-])c1cc(C(F)(F)F)ccc1N1CCC(O)CC1	·	-11	-2.5%	7	-4%	0%	2	4	14%
O=C(Nc1nc2ccccc2[nH]1)c1ccccc1F	-5	-7	0.4%	-2	-16%	?	1	0	-11%
Cc1cc(Nc2cccc(Cl)c2)nc2ccc(NC(=O)Cc3ccc(Cl)cc3)cc12	1	-3	2.4%	-4	-2%	0%	1	1	-9%
Cc1ccc2c(c1C)-c1c(ccc(C)c1C)C(=O)C2=O	·	·	·	·	-14%	-8%	19	·	-4%
C=CCn1c(CCC(O)COCCCCC)n[nH]c1=S (stereo not drawn)	-12	6	0.2%	-8	-1%	2%	-5	1	-5%
O=C(NCC1CCCO1)C(C(=O)c1ccccc1)n1ccccc1=O (stereo not drawn)	3	1	-0.9%	5	-2%	-1%	-2	1	2%
O=C(Cc1cccc(NC(=O)C2CCN(C(=O)C3CC3)CC2)c1)Nc1cccc(C(=O)N2CCOCC2)c1	·	·	·	·	-4%	2%	0	·	-8%
CCCC(=O)N1CCC(Cc2ccccc2)CC1	5	-11	2.1%	0	4%	-25%	-14	3	-9%
Cc1ccc(C)c(S(=O)(=O)N2CCN(c3nc(-c4cccnc4)nc4ccccc34)CC2)c1	·	19	4.4%	1	-3%	-6%	1	1	-13%
O=C(CN1CCN(CC(=O)Nc2ccccn2)CC1)Nc1ccccn1	2	4	-1.2%	-8	1%	0%	-6	4	0%
O=C(NCC1CCCN(Cc2nccs2)C1)c1cccc2ccccc12 (stereo not drawn)	-14	3	0.2%	-6	-3%	-6%	6	1	1%
OC(COc1ccc(Cl)cc1)CN1CCN(c2ccccn2)CC1 (stereo not drawn)	·	·	·	·	-3%	-2%	-2	·	-15%
CCOc1ccc(N(C)S(=O)(=O)c2ccc3[nH]cc(C(=O)NCCOC)c(=O)c3c2)cc1	-11	20	-0.6%	-5	0%	-5%	-5	2	-13%
Cc1noc(NS(=O)(=O)c2ccc(NC(=O)CSc3ncccn3)cc2)c1C	-4	13	16%	-2	-3%	4%	-5	0	-3%
CC(=O)N1C(=O)C(=C2C=C(C)OC(C)=C2)c2ccccc21	1	19	1.6%	4	-4%	1%	-3	3	-3%
C(=N\Nc1ccc(-n2ccnc2)nn1)/c1ccccc1	3	-10	1.1%	-1	-4%	-1%	1	2	0%
COc1ccc(C(=O)NCC(=O)N/N=C/c2cccnc2)cc1OC	1	-16	0.3%	-4	-2%	1%	0	2	2%
COc1ccc(C2C(C#N)=C(SCC(=O)Nc3ccc(C)cc3)NC3=C2C(=O)CC(C)(C)C3)cc1 (stereo not drawn)	-12	0	4.0%	2	-4%	1%	-5	2	0%
CN(C)CCn1c(=S)[nH]c2ccccc2c1=O	5	-8	0.8%	8	-4%	0%	2	-2	-9%
CCOC(=O)N1CCN(C(=O)CN(c2cccc(Cl)c2)S(=O)(=O)c2ccccc2)CC1	-4	0	-1.9%	2	0%	0%	-4	-1	5%
Cn1c(SCc2ccccc2Cl)nc2c1c(=O)[nH]c(=O)n2C	-10	46	-0.3%	1	0%	0%	-14	6	18%
Cc1cc(NC(=O)COC(=O)C2CC(=O)N(c3ccc(Cl)cc3)C2)no1 (stereo not drawn)	-13	2	-4.6%	0	-3%	-1%	-8	0	4%
CC(=O)c1ccc(-c2ccc(C(=O)NCC(c3ccco3)N(C)C)o2)cc1 (stereo not drawn)	·	·	·	·	-5%	-1%	-4	·	-5%
CCNc1c(NC(C)=O)c(=O)oc2ccccc12	0	0	-1.2%	-3	-1%	-1%	-10	6	-3%
O=C(NNC(=O)c1cccnc1)Nc1cccc2ccccc12	0	-11	0.5%	1	2%	-4%	13	4	-5%
CSCC[C@H](NC(=O)Cc1c(C)c2c(cc(C)c3c(C)coc32)oc1=O)C(=O)O	4	-10	8.0%	-6	-2%	-4%	1	1	-19%
Cc1cccc(Cc2cnc(N3C(=N)SC(c4ccccc4)C3=O)s2)c1 (stereo not drawn)	·	-8	1.9%	-7	-2%	3%	-1	0	-9%
CCCCc1cc2c(s1)CCCC/C2=N/O	3	-7	-0.9%	7	0%	-9%	2	3	-14%
COc1ccc2oc(=O)c(-c3ccccc3C(=O)N3CCOCC3)cc2c1	-2	-26	0.6%	-6	-2%	-5%	0	0	1%
Cc1ccc(NC(=O)COc2cccc3ccccc23)c(O)c1	-8	-15	-0.9%	-1	8%	4%	-5	0	-2%
COC(=O)c1c(N=CN(C)C)c(C#N)c2n1CCCC2	·	-3	1.3%	-4	-3%	1%	-4	0	-4%
CCCN(CCC)C(=O)c1ccc2c(=O)n(Cc3ccco3)c(=S)[nH]c2c1	5	-10	3.0%	-1	2%	-6%	-8	2	-5%
CCCC(=O)Nc1ccc(-c2nc3cc(C)c(C)cc3o2)c(O)c1	-21	-11	16%	4	2%	0%	3	2	-7%
CC(C)CC(C(=O)Oc1ccc2c3c(c(=O)oc2c1)CCC3)N1C(=O)c2ccccc2C1=O (stereo not drawn)	1	-9	1.4%	-1	-3%	1%	0	5	-4%
O=C(CNS(=O)(=O)c1ccc(Br)cc1)NCc1cccnc1	5	2	0.7%	-1	-4%	2%	-4	1	-1%
